Pf apPOL block: Pf-apPOL DNA polymerase inhibition; Recombinant Pf-apPOL, molecular beacon fluorescence, 1.5 h; inhibition, % at 10 µM; 210,000 tested, 0.25% active; AID 1794808
mHTT CaM bind: inhibitors of human mutant huntingtin-calmodulin interaction | P42858 | AlphaScreen His-mHTT/GST-CaM binding, luminescence | inhibition, % at 15 µM | 190,000 tested, 3.6% active | AID 1671202;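 further: 0% = both proteins with DMSO and 100% = one protein alone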
Target sequence (P42858 whole entry, looked up, stated change not applied): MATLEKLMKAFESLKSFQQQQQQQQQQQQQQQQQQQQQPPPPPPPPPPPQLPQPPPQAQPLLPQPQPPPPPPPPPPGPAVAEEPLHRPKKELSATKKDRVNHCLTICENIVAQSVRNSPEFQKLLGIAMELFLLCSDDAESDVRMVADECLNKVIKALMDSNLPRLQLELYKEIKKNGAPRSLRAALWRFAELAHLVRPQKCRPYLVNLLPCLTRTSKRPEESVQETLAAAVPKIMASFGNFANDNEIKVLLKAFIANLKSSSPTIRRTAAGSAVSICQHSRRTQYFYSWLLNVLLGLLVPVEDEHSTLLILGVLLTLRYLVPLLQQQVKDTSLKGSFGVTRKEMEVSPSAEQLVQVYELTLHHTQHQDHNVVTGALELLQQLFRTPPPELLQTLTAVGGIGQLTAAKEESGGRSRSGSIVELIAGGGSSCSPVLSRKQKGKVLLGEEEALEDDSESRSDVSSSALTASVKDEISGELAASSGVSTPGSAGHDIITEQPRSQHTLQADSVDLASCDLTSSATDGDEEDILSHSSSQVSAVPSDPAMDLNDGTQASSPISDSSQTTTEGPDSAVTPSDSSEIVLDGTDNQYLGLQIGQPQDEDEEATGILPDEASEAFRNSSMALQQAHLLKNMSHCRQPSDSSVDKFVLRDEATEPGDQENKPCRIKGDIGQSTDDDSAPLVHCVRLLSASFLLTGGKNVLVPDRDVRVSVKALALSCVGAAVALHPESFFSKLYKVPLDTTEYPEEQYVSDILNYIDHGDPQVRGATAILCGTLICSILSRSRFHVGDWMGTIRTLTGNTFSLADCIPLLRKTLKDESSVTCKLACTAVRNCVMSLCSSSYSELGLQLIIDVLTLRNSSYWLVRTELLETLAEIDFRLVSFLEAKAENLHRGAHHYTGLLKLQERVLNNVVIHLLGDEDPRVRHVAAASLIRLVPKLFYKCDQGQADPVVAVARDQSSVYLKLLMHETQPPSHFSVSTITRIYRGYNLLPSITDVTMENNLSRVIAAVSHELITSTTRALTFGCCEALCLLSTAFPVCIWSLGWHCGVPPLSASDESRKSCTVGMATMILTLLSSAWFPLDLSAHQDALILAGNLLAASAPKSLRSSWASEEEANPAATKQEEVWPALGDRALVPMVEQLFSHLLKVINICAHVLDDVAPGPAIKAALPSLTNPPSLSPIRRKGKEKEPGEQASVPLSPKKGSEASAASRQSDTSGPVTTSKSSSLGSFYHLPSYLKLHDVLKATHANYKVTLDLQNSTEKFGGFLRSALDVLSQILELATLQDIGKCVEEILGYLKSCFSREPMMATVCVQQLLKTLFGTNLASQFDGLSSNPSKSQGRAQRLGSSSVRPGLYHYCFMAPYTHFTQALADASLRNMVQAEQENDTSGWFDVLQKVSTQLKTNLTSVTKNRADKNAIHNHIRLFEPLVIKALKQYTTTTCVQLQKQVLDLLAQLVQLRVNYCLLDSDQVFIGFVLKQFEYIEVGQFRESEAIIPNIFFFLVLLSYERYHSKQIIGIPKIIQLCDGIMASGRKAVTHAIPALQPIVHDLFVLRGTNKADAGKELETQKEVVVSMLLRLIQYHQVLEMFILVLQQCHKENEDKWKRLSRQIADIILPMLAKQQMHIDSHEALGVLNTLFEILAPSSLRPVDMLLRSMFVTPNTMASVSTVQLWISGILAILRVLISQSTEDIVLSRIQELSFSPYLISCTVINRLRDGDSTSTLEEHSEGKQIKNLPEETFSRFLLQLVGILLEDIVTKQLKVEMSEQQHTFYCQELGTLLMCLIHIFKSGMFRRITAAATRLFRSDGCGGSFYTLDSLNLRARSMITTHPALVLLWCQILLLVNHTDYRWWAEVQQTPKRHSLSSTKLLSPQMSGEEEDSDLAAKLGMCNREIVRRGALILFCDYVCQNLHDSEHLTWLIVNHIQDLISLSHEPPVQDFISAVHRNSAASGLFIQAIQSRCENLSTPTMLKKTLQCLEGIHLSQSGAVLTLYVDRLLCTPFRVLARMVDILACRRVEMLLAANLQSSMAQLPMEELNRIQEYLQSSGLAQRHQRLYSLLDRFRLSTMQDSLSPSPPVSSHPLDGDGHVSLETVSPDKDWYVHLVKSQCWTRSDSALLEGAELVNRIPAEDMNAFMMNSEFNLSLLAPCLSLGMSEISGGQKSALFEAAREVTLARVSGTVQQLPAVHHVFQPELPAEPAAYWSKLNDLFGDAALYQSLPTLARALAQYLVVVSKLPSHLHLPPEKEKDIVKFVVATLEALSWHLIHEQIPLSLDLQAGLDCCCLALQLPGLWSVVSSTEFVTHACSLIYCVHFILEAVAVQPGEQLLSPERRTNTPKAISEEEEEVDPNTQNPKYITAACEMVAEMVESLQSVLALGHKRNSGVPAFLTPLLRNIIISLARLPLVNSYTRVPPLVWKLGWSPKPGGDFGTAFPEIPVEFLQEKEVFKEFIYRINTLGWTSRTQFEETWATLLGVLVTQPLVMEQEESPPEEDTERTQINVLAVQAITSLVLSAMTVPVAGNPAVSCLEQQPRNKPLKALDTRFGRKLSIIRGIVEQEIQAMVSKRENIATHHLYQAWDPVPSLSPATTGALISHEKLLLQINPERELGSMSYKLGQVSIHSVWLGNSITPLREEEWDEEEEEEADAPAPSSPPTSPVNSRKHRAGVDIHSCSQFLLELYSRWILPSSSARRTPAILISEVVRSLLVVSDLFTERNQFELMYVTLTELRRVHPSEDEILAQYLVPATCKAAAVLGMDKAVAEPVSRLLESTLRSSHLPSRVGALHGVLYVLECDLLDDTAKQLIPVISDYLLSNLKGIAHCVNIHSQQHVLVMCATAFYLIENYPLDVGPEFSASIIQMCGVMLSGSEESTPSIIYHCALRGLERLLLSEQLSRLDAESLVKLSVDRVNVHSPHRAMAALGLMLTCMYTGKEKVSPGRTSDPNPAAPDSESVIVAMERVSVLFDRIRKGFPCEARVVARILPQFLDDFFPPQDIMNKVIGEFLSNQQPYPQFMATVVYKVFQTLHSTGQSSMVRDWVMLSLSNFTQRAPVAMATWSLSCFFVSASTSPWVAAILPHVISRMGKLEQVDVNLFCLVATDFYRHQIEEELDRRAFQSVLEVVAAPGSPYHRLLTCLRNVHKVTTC
Numbers without * were called inactive; i = inactive; / = not tested or not shown; & = joins results of further samples. No stated cut-off is given here; in the data, active means inhibition above about 50%; inactive means the rest. Not all compounds are listed; count on the stated rates, not on these rows.

Preview:
Molecule | Pf apPOL block | mHTT CaM bind
COc1cc(OC)cc(C(=O)O/N=C2\CCOc3cc(OC)ccc32)c1 | -3.8 | i
COc1cc2c(cc1OC)CN(Cc1cccc(OCc3ccccc3)c1)CC2 | -0.7 | 24.3
O=C(Cc1noc2ccccc12)OCc1cc(-c2ccc3c(c2)OCCO3)on1 | -3.9 | -12.9
Cc1cc(C(=O)NN)ccc1[N+](=O)[O-] | -0.3&2.2 | /
Brc1ccccc1C1OCC2(CO1)COC(c1ccccc1Br)OC2 (centres undefined) | / | -17.1

The whole of this part, from the start:
Molecule | Pf apPOL block | mHTT CaM bind
COc1cc(OC)cc(C(=O)O/N=C2\CCOc3cc(OC)ccc32)c1 | -3.8 | i
COc1cc2c(cc1OC)CN(Cc1cccc(OCc3ccccc3)c1)CC2 | -0.7 | 24.3
O=C(Cc1noc2ccccc12)OCc1cc(-c2ccc3c(c2)OCCO3)on1 | -3.9 | -12.9
Cc1cc(C(=O)NN)ccc1[N+](=O)[O-] | -0.3&2.2 | /
Brc1ccccc1C1OCC2(CO1)COC(c1ccccc1Br)OC2 (centres undefined) | / | -17.1
N=c1c(C(N)=O)cc2c(=O)n3ccccc3nc2n1Cc1cccnc1 | -15.2 | 2.0
CC(C)(C1=NC(C(C)(C)C)CO1)C1=NC(C(C)(C)C)CO1 (centres undefined) | -15.1 | -0.2
CCOC(=O)c1cnc2c(F)ccc(F)c2c1Sc1cccc(C(F)(F)F)c1 | -4.8 | /
CC(C)NC(=O)CCN1C(=O)C(C)SC1c1ccccc1F (centres undefined) | -4.5 | -5.3
O=C(Oc1c(Cl)cc(Cl)cc1C=Nc1cccc(C(F)(F)F)c1)c1ccccc1 | 15.0 | /
COc1ccc(OCC(=O)N2CCCC(C)(C(=O)NCc3cccc(F)c3)C2)cc1 (centres undefined) | -2.0 | 8.5
Cc1nn2c(=O)/c(=C/c3ccc(-c4ccccc4Cl)o3)sc2nc1=O | -0.1 | 12.0
CCCc1cnc(N2CCCN(C(=O)NS(=O)(=O)c3ccc(C)cc3)CC2)nc1 | -9.2 | /
Cc1ccoc1C(=O)Nc1ccccc1C(=O)O | -8.0 | -2.6
CC(C)CN1CCC(=O)N(CCOc2ccccc2)CC1 | -1.2 | 4.9
O=C(c1ccc(SCc2ccccc2F)c([N+](=O)[O-])c1)N1CCN(c2ccccn2)CC1 | -3.2 | 11.0
Cc1nn(C)c(C)c1S(=O)(=O)N1CCC(n2c(-c3ccsc3)nc3cccnc32)C1 (centres undefined) | -0.9 | 8.3
O=C(c1ccc(OCC2CCCN(C(=O)c3ccsc3)C2)cc1)N1CCCCC1 (centres undefined) | 10.3 | 4.0
Cc1ccc(NC(=O)c2sc3ncn(Cc4cccc(F)c4)c(=O)c3c2C)cc1Cl | -3.1 | -5.0
CCCc1nnsc1C(=O)Nc1nc(-c2cc([N+](=O)[O-])cs2)cs1 | -4.9 | -4.2
CCCCn1c(=N)n(CCOc2ccc(C)cc2)c2ccccc21 | -3.9 | -2.6
CCn1ccc2sc(C)c(C(=O)NCc3cccc(Br)c3)c2c1=O | -5.1 | 8.3
N#CC(=Cc1ccsc1Sc1ccc(Cl)cc1)C(=O)c1cccs1 | -9.8 | /
CC(C)(C)c1ccc(N=NC2C(=O)NN=C2N)cc1 (centres undefined) | -3.3 | /
CCCc1nc2cccnc2n1C1CCN(C(=O)Cc2ccccc2OC)C1 (centres undefined) | -1.4 | 9.5
CCc1ccccc1NC(=O)c1cccc(OCc2ccccc2)c1 | -3.1 | -5.2
CCC(CC)C(=O)NC1CCN(c2nc3c(s2)c(C)nn3-c2ccc(C)cc2)CC1 | -5.3 | -0.9
Oc1[nH]c2ccccc2c1N=NC(=S)S | / | 33.9
c1ccc(-c2cc(-c3ccccc3)c3nncn3n2)cc1 | / | -2.3
O=C(c1ccco1)N1CCCC1c1ccc(F)cc1 (centres undefined) | -0.8 | -3.6
O=C(Nc1cc2ccccc2oc1=O)c1ccc(Cl)cc1 | 0.6 | -2.0
CCC(=O)N1CCN(c2cc(N3CCCCCC3)c(F)cc2[N+](=O)[O-])CC1 | 2.1 | -1.5
CCC(=O)N1CCN(c2nc3c(s2)CC(C(=O)N(CC)CC)CC3)CC1 (centres undefined) | -2.4 | 5.3
Cc1ccc(CNC(=O)c2cccc(CN3C(=O)C4CCCN4C(=O)c4ccccc43)c2)o1 (centres undefined) | -2.4 | 7.8
O=[N+]([O-])c1cn(-c2nc(-c3ccco3)cc(C(F)(F)F)n2)cn1 | -3.9 | -3.0
CCOC(=O)CCC(=O)OC(C(=O)c1ccccc1)c1ccccc1 (centres undefined) | -8.5 | /
CCCCCN1C(=O)C(=O)c2cc(Br)ccc21 | 10.7 | 37.0
C=CCOc1ccc(/C=c2\sc3nc(-c4ccccc4C)nn3c2=O)cc1 | -1.0 | 5.0
Cc1ccc(-c2nc3ccccc3c(=O)n2N)cc1 | -12.9 | 0.1
COc1cccc(CN2CCN(C(=O)c3ccc([N+](=O)[O-])cc3)CC2)c1OC | -0.7 | 3.1
N#CC1=C(N)C(C#N)(C#N)C(c2ccccc2F)C2CCCC=C12 (centres undefined) | -2.9 | 11.0
COc1ccc(N2CCN(C(=O)C(=O)Nc3cccc(SC)c3)CC2)cc1 | -3.3 | 14.8
CC1CCc2onc(C(=O)N(C)c3ccccc3)c2C1 (centres undefined) | -3.6 | -3.0
CC(C)CC(C(=O)c1ccccc1)c1ccccc1 (centres undefined) | -5.5 | /
O=C1Nc2ccc(Br)cc2C(c2ccccc2Cl)C1N1CCCCC1 (centres undefined) | -6.8 | 80.0*
COc1ccc(C(=O)C=Cc2ccc(Cl)cc2)c(OC)c1 | -0.3 | -3.0
O=C(OCC1CC(c2ccccc2)=NO1)c1ccc2ccccc2n1 (centres undefined) | -3.1 | /
O=C1c2ccccc2C(=O)c2c1ccc1c(=O)n(-c3ccccc3)[nH]c21 | 0.7 | -1.0
O=C(N1CCN(c2nnc3ccc(Cl)cn23)CC1)C1(c2ccccc2)CC1 | 0.4 | 9.9
COc1cc(C)nc(Oc2ccc(OCc3ccccc3)nn2)n1 | -2.6 | -3.0
Cc1ccccc1CNC(=O)c1cc(N2CCCC(C)C2)nc2ccccc12 (centres undefined) | 2.3 | -42.0
O=C(CCCN1C(=O)c2ccccc2C1=O)Nc1ncn[nH]1 | -0.4 | 1.0
Cc1cc(C2CCCN2C(=O)NCCC(C)C)no1 (centres undefined) | -0.4 | 2.7
Cc1ccc(-c2cn(CC(=O)Nc3ccccc3C)c(=O)o2)cc1 | 0.4 | -8.0
O=C1C(=Cc2ccccc2)Oc2cc(OS(=O)(=O)c3ccccc3)ccc21 | -4.4 | 18.2
COc1ccc(OCC(=O)N2CCCC(C)(C(=O)NCc3ccccc3C)C2)cc1 (centres undefined) | -0.7 | 10.1

Five of these compounds in another layout.
Value order – Pf apPOL block, mHTT CaM bind
> COc1cc(C)nc(Oc2ccc(OCc3ccccc3)nn2)n1
  -2.6, -3.0
> Cc1ccccc1CNC(=O)c1cc(N2CCCC(C)C2)nc2ccccc12 (centres undefined)
  2.3, -42.0
> O=C(CCCN1C(=O)c2ccccc2C1=O)Nc1ncn[nH]1
  -0.4, 1.0
> Cc1cc(C2CCCN2C(=O)NCCC(C)C)no1 (centres undefined)
  -0.4, 2.7
> Cc1ccc(-c2cn(CC(=O)Nc3ccccc3C)c(=O)o2)cc1
  0.4, -8.0

(more compounds)
Molecule | Pf apPOL block | mHTT CaM bind
CCc1ccccc1NC(=O)c1ccc(C(=O)Nc2ccccc2CC)s1 | -14.0 | 0.1
O=S(=O)(Cc1c(Cl)cccc1Cl)c1cccs1 | 5.7 | /
Cc1ccccc1NC(=O)C1CCCN(c2ncnc3c2nc2n3CCCCC2)C1 (centres undefined) | -3.0 | 6.2
Cc1cc(NC(=O)c2ccc(S(=O)(=O)N(C)CC3CCCO3)cc2)no1 (centres undefined) | -2.4 | 4.4
O=C(c1ccc(Cl)c(Cl)c1)c1nn2c(nc(=O)c3ccccc32)s1 | 9.0 | /
CCc1nnc(-c2cccn2CC(=O)Nc2ccc(C)cc2)o1 | 0.0 | 0.6
Cc1onc(NC(=O)c2nccnc2C(=O)O)c1Br | -3.6 | /
COc1cc(C=O)ccc1OCCCOc1ccc(I)cc1 | -8.5 | -31.6
Cc1cccc(NC(=O)CN2C(=O)N/C(=C\c3ccc(Br)cc3)C2=O)c1 | -4.2 | 2.0
COc1ccc(-c2c(C)oc3cc(OCC(=O)NN)ccc3c2=O)cc1 | -8.1 | 7.7
COc1c(F)c(F)c(-c2csc(NC(C)=O)n2)c(F)c1F | -3.0 | 2.0
COc1cccc(N2CCC(C(=O)NC(C)(C)C)C2=O)c1 (centres undefined) | -1.4 | -1.5
Cc1ccn(S(=O)(=O)c2ccc(N3CCCC3=O)cc2)n1 | -1.8 | -4.8
N#CC1(c2ccccc2C2(C#N)CC2)CC1 | -4.3 | /
CC(=O)N(Cc1ccco1)C(C)CCC=C(C)C (centres undefined) | -2.8 | 9.4
NC(=O)Cn1cc([N+](=O)[O-])cn1 | / | -9.5
CCC(=O)N1CCc2cc(C(=O)NC(C)C)ccc21 | -4.1 | -2.9
CCc1nc(C)c2c(n1)N(CCN1CCOCC1)C(=O)CC2 | 0.7 | 1.8
O=C(Nc1c2c(nn1C1CCS(=O)(=O)C1)CSC2)c1ccccc1 (centres undefined) | 14.0 | 42.4
CC1(C)CC(=O)C2=C(C1)Nc1ncnn1C2c1ccccc1 (centres undefined) | 0.0 | -2.0
COc1ccc(C=NCC23CCC4CC(CC(C4)C2)C3)c(OC)c1 | -5.6 | 9.0
Cc1cc(C)cc(NC(=O)Nc2nccn(-c3cc(C)cc(C)c3)c2=O)c1 | 0.2 | -4.6
CCNc1cc(N2CCCC(CCC(=O)Nc3cc(C)ccc3C)C2)ncn1 (centres undefined) | -6.1 | 21.2
S=C1NCN(CCc2ccncc2)CN1 | -12.9 | /

Brought forward from above: two entries; new compounds follow.
Molecule | Pf apPOL block | mHTT CaM bind
CCNc1cc(N2CCCC(CCC(=O)Nc3cc(C)ccc3C)C2)ncn1 (centres undefined) | -6.1 | 21.2
S=C1NCN(CCc2ccncc2)CN1 | -12.9 | /
CN(C1CCCCC1)S(=O)(=O)c1ccc2[nH]c(=O)cc(C(=O)NCc3cccnc3)c2c1 | -16.8 | -3.0
Cc1ccc2nc(-c3ccc(NC(=O)C(C)C)cc3)sc2c1 | -0.7 | -4.3
N#C/C(=C\c1ccco1)c1ccc([N+](=O)[O-])cc1 | -6.6 | 17.9
O=C(Cc1ccccc1F)N1CCc2[nH]nc(C(=O)N3CCCC3)c2C1 | 0.2 | 3.4
CCOC(=O)c1ccc(NC(=O)N2CCCC2c2cc(C)no2)cc1 (centres undefined) | -6.5 | -7.0
CCN1CCN(C(=O)c2cnc(-c3ccccc3)nc2N2CCSCC2)CC1 | -12.2 | 27.0
O=[N+]([O-])c1ccc(C=Nc2cc(Cl)c(Cl)cc2Cl)o1 | / | 36.0
COc1ccc(C(=O)N2CCN(c3ccc([N+](=O)[O-])cc3)CC2)cc1Br | 7.6 | 22.6
CCOc1ccc(C(=O)Nc2cc(-c3nc4ncccc4o3)ccc2C)cc1Cl | -2.2 | -2.0
N#Cc1c(Nc2ccccc2)c(C=NCCN2CCOCC2)c[nH]c1=O | -1.7 | -5.0
CCOc1ccc(NC(=O)c2ccc(C#CC(C)(C)O)cc2)cc1 | -4.1 | 7.3
CC(=O)N1CCN(c2cc(Oc3ccc(F)c(F)c3)ncn2)CC1 | -7.1 | -4.1
O=C(Nc1cc(Cl)cc(Cl)c1)c1ccc(F)c(S(=O)(=O)N2CCCC2)c1 | 43.4 | -7.0
COc1ccc(-c2nnc(N3CCC(C(=O)NCc4cccc(Cl)c4)CC3)o2)cc1 | 5.5 | 10.3
CN(C)c1ccc(CNc2ccc3c(c2)ncn3C(C)(C)C)cc1 | -3.5 | 78.0*
CC(=O)N1CCc2cc(Br)cc(S(=O)(=O)NCCc3ccc(Cl)cc3)c21 | -5.8 | 29.0
CNC[C@H](O)c1ccc(O)c(O)c1 | 13.3 | /
Cc1cccc(Cn2c3c(c(C)c2C(=O)NCc2cccnc2)CCCC3)c1 | 6.6 | 47.5
CCC(C)(C)C(=O)Nc1ccccc1F | 0.4 | -2.2
CCCOc1ccccc1/C=C/c1[nH]c(=O)[nH]c(=O)c1[N+](=O)[O-] | -1.4 | 1.8

Ordered by SMILES length (smallest number first): 4 of the compounds above
Molecule | Pf apPOL block | mHTT CaM bind
CNC[C@H](O)c1ccc(O)c(O)c1 | 13.3 | /
CN(C)c1ccc(CNc2ccc3c(c2)ncn3C(C)(C)C)cc1 | -3.5 | 78.0*
CC(=O)N1CCc2cc(Br)cc(S(=O)(=O)NCCc3ccc(Cl)cc3)c21 | -5.8 | 29.0
CCCOc1ccccc1/C=C/c1[nH]c(=O)[nH]c(=O)c1[N+](=O)[O-] | -1.4 | 1.8

From PubChem
